ROS inducer: raises reactive oxygen species in U2OS cancer cells; U2OS ROS induction, H2DCF-DA fluorescence; ROS induction (% of piperlongumine), % at 10 µM; hit rate 2% among 46,000; in the data active = ROS induction above about 79%, passing the limit was not always enough;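 note: 0% = DMSO vehicle median and 100% = reference compound median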
The depositor's hits bear a star. These rows are one share of the data; the hit share may differ from the screen's.

Sample of the layout (5 entries):
O=c1[nH]c2ccc(F)cc2c(O)c1-c1ccccc1
- ROS inducer: 12
Cc1ccc(NC(=O)CSc2nnc(C)s2)c(C)c1
- ROS inducer: -6
CC(C)NC(=O)Nc1ccc2c(c1)CC(=O)N([C@@H](C)CO)C[C@@H](C)[C@@H](CN(C)Cc1ccc3c(c1)OCO3)O2
- ROS inducer: 4
Cc1noc(C)c1NC(=O)N(C)C[C@H]1Oc2ccc(NS(=O)(=O)c3ccc(Cl)cc3)cc2CC(=O)N([C@H](C)CO)C[C@H]1C
- ROS inducer: -4
COc1cc2c(cc1OC)N1C(=O)C[C@]34C=CCN5CC[C@@H]2[C@@H](CC3)[C@]514
- ROS inducer: 86*

Main list, previewed entries included:
O=c1[nH]c2ccc(F)cc2c(O)c1-c1ccccc1
- ROS inducer: 12
Cc1ccc(NC(=O)CSc2nnc(C)s2)c(C)c1
- ROS inducer: -6
CC(C)NC(=O)Nc1ccc2c(c1)CC(=O)N([C@@H](C)CO)C[C@@H](C)[C@@H](CN(C)Cc1ccc3c(c1)OCO3)O2
- ROS inducer: 4
Cc1noc(C)c1NC(=O)N(C)C[C@H]1Oc2ccc(NS(=O)(=O)c3ccc(Cl)cc3)cc2CC(=O)N([C@H](C)CO)C[C@H]1C
- ROS inducer: -4
COc1cc2c(cc1OC)N1C(=O)C[C@]34C=CCN5CC[C@@H]2[C@@H](CC3)[C@]514
- ROS inducer: 86*
CCCCC1(COC(=O)CCC(=O)O)C(=O)N(c2ccccc2)N(c2ccccc2)C1=O
- ROS inducer: -9
CC(C)CCNC(=O)c1ccc2nc(-c3cccs3)c(-c3cccs3)nc2c1
- ROS inducer: -1
Cc1noc(C)c1NC(=O)N(C)C[C@H]1Oc2ccc(NC(=O)CCCCCC(=O)Nc3ccccc3N)cc2CC(=O)N([C@@H](C)CO)C[C@@H]1C
- ROS inducer: 7
FC(F)(F)c1nc2ccccc2n1CCOc1ccccc1
- ROS inducer: -7
C[C@@H]1CCCCO[C@@H](CN(C)C(=O)Nc2ccc(C(F)(F)F)cc2)[C@@H](C)CN([C@H](C)CO)C(=O)c2cc(NC(=O)c3ccncc3)ccc2O1
- ROS inducer: 5

CCC1CCCCN1C(=O)c1ccc(OC)cc1 (stereo unspecified)
- ROS inducer: -6
Cc1ccc(S(=O)(=O)N(C)C[C@H]2Oc3c(NC(=O)NC(C)C)cccc3C(=O)N([C@@H](C)CO)C[C@@H]2C)cc1
- ROS inducer: -3
C[C@H]1CN([C@@H](C)CO)C(=O)c2cc(NC(=O)CCC(F)(F)F)ccc2O[C@@H]1CN(C)C(=O)Nc1ccc(C(F)(F)F)cc1
- ROS inducer: 16
C[C@H](CO)N1C[C@H](C)[C@@H](CN(C)C(=O)NC2CCCCC2)Oc2c(NC(=O)c3ccc(-c4nccs4)cc3)cccc2C1=O
- ROS inducer: 12
COc1ccccc1Nc1nc(N)nc(CSc2nnc(C)s2)n1
- ROS inducer: -5
Cc1ccccc1-c1nnc(SCC(=O)Nc2ccc(S(N)(=O)=O)cc2)n1C
- ROS inducer: 6
C[C@@H]1CCCCO[C@H](CN(C)C(=O)NC2CCCCC2)[C@@H](C)CN([C@H](C)CO)C(=O)c2cc(NC(=O)c3ccccc3)ccc2O1
- ROS inducer: 0
CCOC(=O)c1ccc(NC(=O)C2C(=O)N(C)C3(C)CC2c2ccccc2O3)cc1 (stereo unspecified)
- ROS inducer: -9
CC(Sc1nnc(-c2ccc(Br)cc2)n1-c1ccccc1)C(=O)O (stereo unspecified)
- ROS inducer: -1
C[C@H]1CN([C@@H](C)CO)C(=O)Cc2cc(NC(=O)CCC(F)(F)F)ccc2O[C@H]1CN(C)C(=O)NC1CCCCC1
- ROS inducer: 2

COc1ccc(Cl)cc1NC(=O)c1nc2nc(-c3ccccc3)cc(C(F)(F)F)n2n1
- ROS inducer: 73
C[C@@H]1CCCCO[C@@H](CN(C)C(=O)Cc2ccccc2)[C@@H](C)CN([C@H](C)CO)C(=O)c2cc(NC(=O)CCC(F)(F)F)ccc2O1
- ROS inducer: 6
COc1ccc(CN2C(=O)C(O)(CC(=O)c3cccs3)c3ccccc32)cc1OC (stereo unspecified)
- ROS inducer: -5
Cc1cc(-c2nc(C(=O)N3CCCCC3)cs2)no1
- ROS inducer: -22
Cc1cccc(CN(C)C[C@H]2OCc3cn(nn3)CCCC(=O)N([C@H](C)CO)C[C@H]2C)c1
- ROS inducer: -1
Cc1[nH]c2ccccc2c1C(=O)CSc1nc2ccccc2o1
- ROS inducer: 9
C[C@@H]1CN([C@H](C)CO)C(=O)c2cc(NC(=O)Cc3cn(C)c4ccccc34)ccc2O[C@@H]1CN(C)Cc1ccncc1
- ROS inducer: -6
C[C@@H]1CN([C@@H](C)CO)C(=O)c2cccc(NC(=O)NC3CCCCC3)c2O[C@@H]1CN(C)C(=O)NC1CCCCC1
- ROS inducer: 17
Cc1noc(C)c1NC(=O)N(C)C[C@H]1Oc2ccc(NS(=O)(=O)c3cccs3)cc2CC(=O)N([C@H](C)CO)C[C@H]1C
- ROS inducer: -10
Cc1ccc(-n2c(SCC(=O)Nc3ccccc3-c3ccccc3)nc3ccccc3c2=O)cc1
- ROS inducer: 42

C[C@H]1CN([C@@H](C)CO)C(=O)c2cc(NC(=O)Nc3ccc4c(c3)OCO4)ccc2O[C@@H]1CN(C)C(=O)Nc1cccc2ccccc12
- ROS inducer: -6
CC(C)COC(=O)N(C)C[C@H]1OCc2cn(nn2)CCCC(=O)N([C@H](C)CO)C[C@H]1C
- ROS inducer: 10
C[C@H](CO)N1C[C@H](C)[C@@H](CN(C)Cc2ccc3c(c2)OCO3)Oc2ccc(NS(=O)(=O)c3cn(C)cn3)cc2C1=O
- ROS inducer: -6
COc1ccc(S(=O)(=O)N(C)C[C@H]2OCCCC[C@@H](C)Oc3ccc(NC(=O)CCCCCC(=O)Nc4ccccc4N)cc3C(=O)N([C@H](C)CO)C[C@@H]2C)cc1
- ROS inducer: -10
Cc1ccc(S(=O)(=O)N(C)C[C@@H]2Oc3ccc(NC(=O)CCC(F)(F)F)cc3C(=O)N([C@H](C)CO)C[C@H]2C)cc1
- ROS inducer: 2
COc1ccc(CN(C)C[C@@H]2Oc3c(NC(=O)Nc4ccc5c(c4)OCO5)cccc3C(=O)N([C@H](C)CO)C[C@H]2C)cc1
- ROS inducer: 10
CC(=O)N(C)c1ccc(NC(=O)COc2ccc([N+](=O)[O-])cc2)cc1
- ROS inducer: -14
C[C@H]1CN([C@@H](C)CO)C(=O)Cc2cc(NC(=O)Cc3cn(C)c4ccccc34)ccc2O[C@H]1CN(C)CC1CCCCC1
- ROS inducer: 11
Cc1cc2c(cc1S(=O)(=O)N1CC(C)CC(C)C1)OCC(=O)N2 (stereo unspecified)
- ROS inducer: 85*
O=c1c(Cc2ccccc2)c(O)c2cccc3c4ccccc4n1c23
- ROS inducer: -12

COc1ccc(-c2noc(CCC(=O)Nc3ccc(C)c(C)c3)n2)cc1
- ROS inducer: 7
CC(C)Oc1ccccc1NC(=O)CSc1nnc(-c2ccccc2Cl)o1
- ROS inducer: 4
C[C@@H]1CN([C@@H](C)CO)C(=O)c2cccc(NS(=O)(=O)c3ccc(Cl)cc3)c2O[C@@H]1CN(C)C
- ROS inducer: -16
CO/N=C(\C(=O)N[C@@H]1C(=O)N2C(C(=O)O)=C(COC(N)=O)CS[C@H]12)c1ccco1
- ROS inducer: -4
C[C@@H]1CCCCO[C@@H](CN(C)C(=O)c2ccccc2)[C@@H](C)CN([C@H](C)CO)C(=O)c2cc(NS(=O)(=O)c3cn(C)cn3)ccc2O1
- ROS inducer: 6
O=C(Sc1ccc(Oc2ccc(SC(=O)c3ccco3)cc2)cc1)c1ccco1
- ROS inducer: -2
COc1ccc(NC(=O)Nc2ccc3c(c2)CC(=O)N([C@H](C)CO)C[C@@H](C)[C@@H](CN(C)C(=O)Nc2ccc(C(F)(F)F)cc2)O3)cc1
- ROS inducer: 21
COc1ccc(NC(=O)c2ccc(CSc3ccccn3)cc2)cc1
- ROS inducer: -1
O=C(O)c1ccc(Cl)c(S(=O)(=O)N2CCCC2C(=O)O)c1 (stereo unspecified)
- ROS inducer: -25
C[C@H](CO)N1C[C@H](C)[C@H](CN(C)C(=O)NC2CCCCC2)Oc2c(NC(=O)c3nc4ccccc4s3)cccc2C1=O
- ROS inducer: 56

COc1ccc(CN(C)C[C@H]2Oc3c(NC(=O)Nc4c(C)noc4C)cccc3C(=O)N([C@H](C)CO)C[C@H]2C)cc1
- ROS inducer: 6
COc1cc(O)c(C(=O)c2c(C)cc(O)cc2OC)c(O)c1
- ROS inducer: 11
COc1ccc(-n2c(SCC(=O)Nc3ccc(C)c(Cl)c3)nnc2-c2ccncc2)cc1
- ROS inducer: -1
COc1ccc(S(=O)(=O)N(C)C[C@@H]2Oc3c(cccc3N(C)C)C(=O)N([C@H](C)CO)C[C@@H]2C)cc1
- ROS inducer: -2
COc1ccc(NC(=O)Nc2cccc3c2O[C@@H](CN(C)S(=O)(=O)c2ccc(F)cc2)[C@H](C)CN([C@H](C)CO)C3=O)cc1
- ROS inducer: -5
C[C@@H]1CCCCO[C@@H](CN(C)C(=O)C2CCCCC2)[C@@H](C)CN([C@H](C)CO)C(=O)c2cc(NC(=O)CCCCCC(=O)Nc3ccccc3N)ccc2O1
- ROS inducer: -2
Cc1noc(C)c1S(=O)(=O)Nc1ccc2c(c1)C(=O)N([C@H](C)CO)C[C@H](C)[C@@H](CN(C)S(=O)(=O)c1cn(C)cn1)OCCCC[C@@H](C)O2
- ROS inducer: 2
COC(=O)c1ccccc1NC(=O)CNC(=O)c1ccc(C(C)(C)C)cc1
- ROS inducer: 6
C[C@H]1CN([C@@H](C)CO)C(=O)c2cccc(NC(=O)c3cnccn3)c2O[C@H]1CN(C)C(=O)NC1CCCCC1
- ROS inducer: -6
C[C@H]1CN([C@@H](C)CO)C(=O)Cc2cc(NC(=O)Nc3ccc4c(c3)OCO4)ccc2O[C@H]1CN(C)S(=O)(=O)c1cccs1
- ROS inducer: 9

C=CCn1c(SCC(=O)Nc2ccc(C)cc2)nc2sc3c(c2c1=O)CCCC3
- ROS inducer: 11
O=C(CCCCCCC(=O)Nc1ccccc1O)N/N=C/c1ccc(N2CCCC2)cc1
- ROS inducer: 18
CCOc1ccc2nc(SCC(=O)N3CCOCC3)sc2c1
- ROS inducer: 1
O=C(CSc1n[nH]c(-c2ccncc2)n1)Nc1cccc(Cl)c1Cl
- ROS inducer: 9
CC(C)NC(=O)Nc1ccc2c(c1)C(=O)N([C@H](C)CO)C[C@@H](C)[C@H](CN(C)S(=O)(=O)c1ccc(Cl)cc1)O2
- ROS inducer: -1
Cc1cccc(C)c1OCC(=O)Nc1cccc(NC(=O)c2ccco2)c1
- ROS inducer: 6
C[C@@H]1CN([C@H](C)CO)C(=O)c2cc(NC(=O)Nc3ccccc3)ccc2O[C@@H]1CN(C)S(=O)(=O)c1cccs1
- ROS inducer: 3
O=C(Cn1ncc2ccccc21)N1CCC(Cc2ccccc2)CC1
- ROS inducer: -4
CCc1ccccc1NC(=O)CCN1C(=O)c2ccccc2C1=O
- ROS inducer: -1
CCCCC1(COC(=O)c2ccc(OC)cc2)C(=O)N(c2ccccc2)N(c2ccccc2)C1=O
- ROS inducer: 34

COc1cccc(C(=O)Nc2cccc(OC(C)C(=O)c3cccc(Cl)c3)c2)c1 (stereo unspecified)
- ROS inducer: -2
Cc1nc(C)n(CC(O)COc2ccc3ccccc3c2)n1 (stereo unspecified)
- ROS inducer: 7
C[C@@H]1CN([C@@H](C)CO)C(=O)c2cc(N(C)C)ccc2O[C@@H]1CN(C)Cc1ccc(C(=O)Nc2ccccc2N)cc1
- ROS inducer: 14
CC(NC(=O)Nc1ccccn1)N1C(=O)C2C3C=CC(C3)C2C1=O (stereo unspecified)
- ROS inducer: -11
C=C(C(=O)O[C@@H]1O[C@H](CO)[C@@H](O)[C@H](O)[C@H]1O)[C@@H]1CC[C@@]2(C)C[C@H](O)C[C@@](C)(O)C2C1 (stereo partly specified)
- ROS inducer: -3
CCCC(O)C#Cc1cnc2c(c1)C(=O)N([C@H](C)CO)C[C@H](C)[C@H](CN(C)Cc1ccccc1)O2 (stereo partly specified)
- ROS inducer: 11
CC(C)c1ccccc1Oc1coc2cc(OCC(=O)Nc3ccccc3F)ccc2c1=O
- ROS inducer: 24
Cc1ccc(CCN=c2c([N+](=O)[O-])nn(-c3ccc4c(c3)OCCO4)n2O)cc1
- ROS inducer: 12
C[C@@H]1CN([C@H](C)CO)C(=O)Cc2cc(NC(=O)NC3CCCCC3)ccc2O[C@H]1CN(C)Cc1ccc(C(=O)O)cc1
- ROS inducer: -7
C[C@H]1CN([C@@H](C)CO)C(=O)CCCn2cc(nn2)CO[C@H]1CN(C)Cc1ccc(C(F)(F)F)cc1
- ROS inducer: 12

O=C(N/N=C/c1cccnc1Br)c1ccccn1
- ROS inducer: -12
C[C@H]1CN([C@@H](C)CO)C(=O)Cc2cc(NC(=O)Nc3ccc(F)cc3)ccc2O[C@@H]1CN(C)S(=O)(=O)c1ccc(Cl)cc1
- ROS inducer: 18
COC(=O)c1cccc(NC(=O)CN(c2ccc(I)cc2)S(C)(=O)=O)c1C
- ROS inducer: 7
CCN(CC(=O)Nc1ccc(F)c(Cl)c1)S(=O)(=O)c1ccc2ccccc2c1
- ROS inducer: -4
COc1ccc(C)cc1NC(=O)CSc1nnc(-c2ccc(Cl)c(Cl)c2)n1C
- ROS inducer: 9
C[C@@H]1CN([C@@H](C)CO)C(=O)c2cccc(NS(=O)(=O)c3cccs3)c2O[C@H]1CN(C)Cc1ccccc1
- ROS inducer: 1
C[C@@H]1CN([C@H](C)CO)C(=O)c2cccc(NC(=O)C3CC3)c2O[C@H]1CN(C)Cc1ccc(Cl)c(Cl)c1
- ROS inducer: 10
O=C(COc1ccc(Cl)cc1Br)Nc1ccccc1C(=O)NC1CCCCC1
- ROS inducer: 4
Cc1ccc(S(=O)(=O)Nc2ccc3c(c2)CC(=O)N([C@H](C)CO)C[C@@H](C)[C@@H](CN(C)C(=O)NC(C)C)O3)cc1
- ROS inducer: 6
COc1ccc(NC(=O)Nc2ccc3c(c2)C(=O)N([C@@H](C)CO)C[C@@H](C)[C@H](CN(C)C(=O)NC(C)C)O3)cc1
- ROS inducer: -4
CCOC(=O)c1ccccc1NC(=O)c1nc(-c2ccc(C)cc2)n2c1CCCCC2
- ROS inducer: -10
C[C@@H]1CCCCO[C@@H](CN(C)Cc2ccccc2)[C@@H](C)CN([C@H](C)CO)C(=O)c2cc(NS(=O)(=O)c3ccc(Cl)cc3)ccc2O1
- ROS inducer: 30

High-throughput results (PubChem)
